NPR2 activator = human GC-B receptor activators, primary screen, HEK293 GC-B cells, cGMP TR-FRET, EC30 CNP | activation, % at 10 µM | Atrial natriuretic peptide receptor 2 (Homo sapiens), P20594 | hit rate 0.11% among 370,000 | 0% at EC30 CNP, 100% saturating CNP;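 active = activation at 10 µM reaching about 35% in either raw or pattern-adjusted values, limit read from the data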
Target sequence (P20594 whole entry, looked up): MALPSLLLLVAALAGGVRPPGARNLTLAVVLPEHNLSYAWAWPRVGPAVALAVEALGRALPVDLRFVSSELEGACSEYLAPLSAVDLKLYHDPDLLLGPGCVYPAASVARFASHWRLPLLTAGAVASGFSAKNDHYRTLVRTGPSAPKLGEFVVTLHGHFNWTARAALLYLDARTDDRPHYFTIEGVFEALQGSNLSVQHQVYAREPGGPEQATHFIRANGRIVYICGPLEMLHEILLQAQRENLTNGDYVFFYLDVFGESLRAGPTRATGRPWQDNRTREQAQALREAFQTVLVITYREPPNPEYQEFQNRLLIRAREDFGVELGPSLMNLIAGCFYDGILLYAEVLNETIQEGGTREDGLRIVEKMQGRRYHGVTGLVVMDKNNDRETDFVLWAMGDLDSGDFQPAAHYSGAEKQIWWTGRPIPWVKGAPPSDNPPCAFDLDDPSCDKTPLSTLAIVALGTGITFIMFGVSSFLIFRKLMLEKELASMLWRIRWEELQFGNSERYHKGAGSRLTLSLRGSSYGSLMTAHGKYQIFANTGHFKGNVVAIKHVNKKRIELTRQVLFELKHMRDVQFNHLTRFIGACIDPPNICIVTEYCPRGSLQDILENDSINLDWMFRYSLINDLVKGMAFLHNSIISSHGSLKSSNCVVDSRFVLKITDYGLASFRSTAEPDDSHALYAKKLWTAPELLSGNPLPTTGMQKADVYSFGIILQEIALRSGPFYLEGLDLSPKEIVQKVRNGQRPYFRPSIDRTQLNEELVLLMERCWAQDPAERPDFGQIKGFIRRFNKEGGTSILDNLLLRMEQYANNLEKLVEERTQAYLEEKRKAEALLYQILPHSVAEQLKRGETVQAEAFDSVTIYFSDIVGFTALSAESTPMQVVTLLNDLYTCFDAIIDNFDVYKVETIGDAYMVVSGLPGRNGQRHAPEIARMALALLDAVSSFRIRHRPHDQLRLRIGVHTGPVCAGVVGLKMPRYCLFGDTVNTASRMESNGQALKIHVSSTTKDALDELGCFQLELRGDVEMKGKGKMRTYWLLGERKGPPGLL
hcDAF-12 act = H. contortus DAF-12 nuclear receptor activators, primary screen, cell-based, luminescence, HEK293, lit1-tk-luc reporter; activation, % at 6.8 µM; AID 652067, 2013; hit rate 1.4% among 370,000; HEK293 hcDAF-12 lit1-tk-luc reporter; 0% DMSO, 100% Δ7-dafachronic acid;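 active = activation above the mean of all tested compounds plus 3 SD, cut at about 5.5% in these data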;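 also: 100% = response to 3 µM Δ7-dafachronic acid high control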
SMARCA2 activ = SMARCA2 (BRM) function activators, primary screen, cell-based, luminescence, high throughput | MG213 cells, MMTV-luciferase reporter, dexamethasone, overnight | AID 652017, 2013 | activation, % at 9.1 µM | hit rate 1% among 370,000; in the data active = activation above about 7.8%;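 also: 0% = vehicle wells and 100% = reference activator wells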
DAX1 inh-1 = DAX1 (NR0B1) inhibitors on StAR promoter, primary screen, cell-based, luminescence, SF-1 (NR5A1), full-length DAX-1. hit rate 1.1% among 370,000. AID 652010, 2013. HEK293T StAR-luciferase reporter, SF-1/DAX-1 repression relief. inhibition, % at 6.8 µM;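 active = inhibition above the mean over all tested compounds plus 3 SD, cut at about 3.6% in these data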;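 also: 0% = DAX-1 cells with DMSO and 100% = cells lacking DAX-1 with DMSO; higher inhibition means more luminescence from relief of DAX-1 repression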
hgDAF-12 ag = H. glycines DAF-12 receptor agonists, primary screen, cell-based, luminescence, HEK293, GAL4 fusion, UAS-luciferase; activation, % at 6.8 µM; HEK293 GAL4-hgDAF12 UAS-luciferase reporter, agonist luminescence; normalized to butyrate control; AID 687014, 2013; Nuclear hormone receptor DAF-12 (Heterodera glycines), GAL4 fusion; hit rate 1.8% among 370,000;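 active = activation above a cutoff set at the mean of all screened compounds plus 3 SD, cut at about 10% in these data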;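 also: 0% = DMSO wells and 100% = sodium butyrate wells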
ADAM10 inh = human ADAM10 inhibitors, primary screen, biochemical, QFRET, HTS. Disintegrin and metalloproteinase domain-containing protein 10 (Homo sapiens), O14672. recombinant ADAM10, EDANS/DABCYL FRET peptide cleavage, 3 h. inhibition, % at 7 µM. hit rate 0.62% among 370,000;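 active = inhibition above a per-campaign cutoff equal to the mean of compounds falling between control-based bounds plus 3 SD, cut at about 20% in these data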;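 also: 0% = DMSO wells while the 100% control is not disclosed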
FXN GAA850 act = FXN promoter activators, primary screen, cell-based, luciferase luminescence, HEK293 lucGAA850 | HEK293 lucGAA850 FXN promoter luciferase reporter, 24 h; percent of 10 µM SAHA response | activation, % at 6 µM | hit rate 0.56% among 360,000;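 active = activation above the average of all compounds screened plus 3 SD, cutoff fixed separately per campaign, cut at about 7.5% in these data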;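 also: 0% = DMSO wells and 100% = 10 µM SAHA wells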
ssDAF-12 act = S. stercoralis DAF-12 nuclear receptor activators, primary screen, cell-based, luminescence, HEK293, GRIP1 co-expression, lit1-tk-luc; HEK293 ssDAF-12/GRIP1 lit1-tk-luc reporter; % of 3 µM dafachronic acid response; activation, % at 6.8 µM; AID 652126, 2013; hit rate 1% among 370,000;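 active = activation above the mean over all tested compounds plus 3 SD, cut at about 0.9% in these data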;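 also: 0% = DMSO-only wells and 100% = 3 µM delta7-dafachronic acid wells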
HGIII-sPLA2 inh = human group III sPLA2 inhibitors, primary screen, biochemical, QFRET, BODIPY PC-A2 liposome substrate; QFRET BODIPY PC-A2 liposome hydrolysis, fluorescence; inhibition, % at 12.2 µM; hit rate 0.56% among 370,000;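 active = inhibition above mean plus 3 SD of compounds lying within the high and low control bounds, cut at about 19% in these data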;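 also: 0% = median of test compound wells and 100% = no enzyme DMSO wells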
NPR1 activator = GC-A stimulated cGMP production enhancers – HEK293 GC-A cells, cGMP TR-FRET, EC30 ANP, primary screen. 0% at EC30 ANP, 100% saturating ANP. activation, % at 10 µM. hit rate 0.14% among 370,000. AID 1671463, 2021; in the data active = activation above about 40%
DAX1 inh-2 = DAX1 (NR0B1) inhibitors, primary screen, cell-based, HEK293, Gal4-DAX1, luciferase luminescence | HEK293 Gal4-DAX1 luciferase reporter | inhibition, % at 6.75 µM | hit rate 0.99% among 340,000 | AID 504766, 2011;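 active = inhibition above the mean over all tested compounds plus 3 SD, cut at about 4.2% in these data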;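 also: 0% = DAX1-transfected cells with DMSO and 100% = empty-vector control cells with DMSO; inhibition shows as a rise in luminescence from relieved DAX1 repression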
An asterisk follows results filed as active; i = inactive; / = no result given.

SMILES	NPR2 activator	hcDAF-12 act	SMARCA2 activ	DAX1 inh-1	hgDAF-12 ag	ADAM10 inh	FXN GAA850 act	ssDAF-12 act	HGIII-sPLA2 inh	NPR1 activator	DAX1 inh-2
O=C(COc1ccc2c3c(c(=O)oc2c1)CCC3)NCCN1CCOCC1	1	-0.9	-1	-0.5	2.8	-81	0.5	-0.8	4	1	0.7
CCOc1ccc(NC(=O)C2CCCN(C(=O)NCc3ccccc3)C2)cc1 (centres undefined)	-3	-0.3	-3	0.1	-1.1	-8	-2.9	-0.3	1	2	-0.2
Cc1ccc([C@H]2C(C#N)=C(N)Oc3cc(C)oc(=O)c32)o1	6	0.3	-1	0.1	0.2	-44	2.2	-0.3	-10	4	-1.0
C/C(=N\NC(=O)NC1CCCCC1)c1ccco1	5	-2.0	2	2.3	-3.0	9	3.0	-1.4	2	-1	1.3
O=C(Nc1ccccc1C(=O)NCCCn1ccnc1)c1ccc(Cl)cc1Cl	-1	-0.7	-3	-0.3	-1.6	-1	-3.3	-0.9	-14	1	-0.8
Cc1cc(C(=O)NCc2ccc(F)cc2)c2ccccc2n1	0	0.9	4	-0.1	-0.8	-6	-0.1	-0.5	0	-3	-1.1
COc1cccc(C(=O)CN(C(=O)c2ccc(Cl)c(Cl)c2)N2C(=O)c3ccccc3C2=O)c1	-4	1.5	-3	-0.5	0.0	-6	-0.2	-1.3	-14	0	0.2
CC(C)C(c1nnnn1Cc1ccccc1)N1CCc2ccccc2C1 (centres undefined)	1	1.8	-4	0.1	-0.8	-41	-0.3	-0.9	8	-1	-0.1
C(=N\Nc1nc(Nc2ccccc2)nc(Nc2ccccc2)n1)/c1ccncc1	-2	0.4	4	0.3	-3.6	-2	-1.8	-1.1	7	-1	0.0
COCCCNC(=S)N1CCC(NC(=O)Nc2ccc(C)cc2)CC1	-3	1.3	-3	-0.3	-1.3	-4	0.7	-1.6	6	3	0.8
O=C(Cc1ccccc1)NCC(=O)N/N=C/c1ccc([N+](=O)[O-])s1	4	-1.5	-3	-0.9	-4.4	1	1.3	-1.2	0	-3	0.5
CCS(=O)(=O)c1ccc2oc(SCC(=O)Nc3ccc(OC)cc3OC)nc2c1	-2	-2.3	-3	0.1	-0.3	0	-0.6	-1.0	-2	5	-0.5
CCCCc1c(-c2ccccc2Br)ncn1CCc1ccccc1OC	-14	-1.7	-7	-0.5	-1.1	7	/	-1.0	-3	-20	/
CC1CCCCN1CCNC(=O)c1ccc2c(c1)N(Cc1ccccc1F)C(=O)c1ccccc1S2=O (centres undefined)	4	1.7	-3	-0.1	3.3	2	-7.7	-1.4	-12	3	0.0
CC(=O)Nc1cc(-c2nn(CC(=O)N3CCCCC3)c(=O)c3ccccc23)ccc1N1CCOCC1	0	-1.0	0	-0.5	0.6	1	-0.1	-1.5	-1	-1	0.2
CC(=O)Nc1ccc(NC(=O)C(C)OC(=O)CCN=C2NS(=O)(=O)c3ccccc32)cc1 (centres undefined)	0	-1.6	-2	0.5	-0.6	-11	-1.4	-1.2	7	2	-0.2
COc1ccccc1CNC(=O)C(NC(=O)c1ccccc1)C(C)C (centres undefined)	2	-1.7	2	-0.2	0.9	-9	-2.6	-1.3	-1	-5	1.5
Cc1c(C(=O)OCC(=O)NCc2ccccc2)oc2ccccc12	-2	-0.1	0	-0.6	1.9	-3	1.1	-1.7	1	-5	-1.2
CC1CCC2C(=O)N(c3ccc(Cc4ccncc4)cc3)C(=O)C2C1 (centres undefined)	-2	-3.6	-4	-2.2	-3.6	-5	-0.4	-2.4	3	-3	-2.0
O=C(N/N=C/c1c[nH]c2ccccc12)C1CC1c1ccccc1 (centres undefined)	-1	9.2*	-6	-1.8	-1.9	5	-0.3	-1.3	-33	0	-1.4

The closing 2 entries of the section before open the next one:
SMILES	NPR2 activator	hcDAF-12 act	SMARCA2 activ	DAX1 inh-1	hgDAF-12 ag	ADAM10 inh	FXN GAA850 act	ssDAF-12 act	HGIII-sPLA2 inh	NPR1 activator	DAX1 inh-2
CC1CCC2C(=O)N(c3ccc(Cc4ccncc4)cc3)C(=O)C2C1 (centres undefined)	-2	-3.6	-4	-2.2	-3.6	-5	-0.4	-2.4	3	-3	-2.0
O=C(N/N=C/c1c[nH]c2ccccc12)C1CC1c1ccccc1 (centres undefined)	-1	9.2*	-6	-1.8	-1.9	5	-0.3	-1.3	-33	0	-1.4
O=C(CCCC(=O)OCC1CCCO1)OCC1CCCO1 (centres undefined)	1	-1.1	0	-0.3	-0.9	3	2.1	-0.8	-3	-1	-1.1
COc1ccc(N2CCN(C(=O)CN3C(=O)NC4(CCCCCC4)C3=O)CC2)cc1	-5	1.6	1	-3.1	0.5	-3	1.1	-0.5	5	0	0.7
Cc1cccc(CSc2cn(CC(=O)N3CCOCC3)c3ccccc23)c1	3	4.3	2	0.8	14*	4	3.4	0.3	-12	-6	5.2*
O=C(C1CCC1)N1CCc2cc(S(=O)(=O)Nc3ccc4c(c3)OCO4)ccc21	-3	-2.8	-4	-2.1	-3.5	6	3.1	-1.9	-9	-11	-2.4
C=CCNC(=O)c1ccccc1NC(=O)c1ccc(Cl)c(S(=O)(=O)Nc2ccccc2)c1	6	-3.8	-3	-0.5	-3.9	27*	-1.9	-1.4	-46	5	0.4
Cc1ccnc2nc(C(=O)N3CCN(S(=O)(=O)c4ccccc4)CC3)nn12	3	-1.5	-1	0.2	0.0	-5	1.5	-0.2	-1	3	-0.1
CCOc1ccc2[nH]cc(-c3csc(N)n3)c2c1	-4	-1.2	0	-0.6	2.6	-10	-0.9	-1.2	-3	-2	0.0
O=[N+]([O-])c1cccc(SSc2cccc([N+](=O)[O-])c2)c1	16	-1.2	0	-0.9	-1.5	-8	-6.3	-1.0	1	7	-0.7
Cc1cc(N2CCN(c3nc(-c4ccc([N+](=O)[O-])cc4)cs3)CC2)c2ccccc2n1	-2	-0.5	0	0.7	-1.1	2	-2.1	-1.4	-6	-3	-0.2
CC(OC(=O)C1=COCCO1)C(=O)Nc1ccccc1C#N (centres undefined)	7	-1.2	-1	1.1	-2.9	-5	0.8	-1.4	2	-4	0.7
Cc1ccc(S(=O)(=O)N2CCOCC2)cc1C(=O)Nc1ccc2c(c1)CCC2	-4	-1.6	3	-0.1	0.8	5	2.4	-1.2	-2	-2	-0.2
Cc1ccn(CCNC(=O)C2CCC(=O)N(Cc3ccc(Cl)cc3)C2)n1 (centres undefined)	3	-0.6	-2	-1.0	1.9	-4	2.3	-0.7	6	1	0.3
COCc1c(C(=O)N2CCN(Cc3c(F)cccc3Cl)CC2)oc2ccccc12	1	-2.7	-3	-0.3	-2.9	1	-1.1	-1.9	2	-1	-1.1
C/C(CC(=O)Nc1cccc(C(F)(F)F)c1)=N\NC(=O)C(=O)NCC(C)C	3	-2.2	4	-1.1	-0.4	5	-0.6	-1.4	-19	-1	-1.1
Cc1ccc(-c2c[n+](Cc3cccc(Cl)c3)c3n2CCC3)cc1	5	-2.1	-9	-0.8	-6.3	7	-0.5	-2.3	-2	2	0.9
COc1ccc(OCC(=O)OCC(=O)NCc2ccco2)cc1	-7	-1.4	0	-0.1	-0.9	2	2.2	-0.4	-3	-5	1.8
COc1ccc(CNC(=O)c2cc(-c3ccco3)on2)cc1	-2	-2.7	-3	-0.5	-0.1	-1	0.4	-1.7	4	1	1.4
COc1ccc(CCNC(=O)COC(=O)C2CC2C)cc1 (centres undefined)	6	-0.4	2	-4.1	1.4	-12	-1.1	-0.7	6	3	0.6
COc1ccc(C(=O)Nn2c(C)nc3ccccc3c2=O)c(OC)c1	2	0.0	-1	-0.1	2.5	4	2.7	-1.5	17	0	-1.1
COc1ccc(OC)c(S(=O)(=O)Nc2ccc(C(C)=O)cc2)c1	-7	0.3	-3	0.4	2.2	-1	2.0	-0.2	-2	-2	1.4
Cc1ccc(NC(=O)C(=O)NCCN2CCN(Cc3ccc([N+](=O)[O-])cc3)CC2)cc1	2	-3.5	-2	-0.4	-3.8	-8	1.6	-1.4	-2	1	-0.2
NC(=O)c1ccc(NC(=O)COC(=O)c2c3c(nc4ccccc24)/C(=C\c2ccc4c(c2)OCO4)CCC3)cc1	0	-2.8	1	-1.0	-1.6	-42	-2.1	-1.5	-419	5	-0.4
Cc1ccc(OCC(=O)NC(C)c2ccccc2)cc1 (centres undefined)	5	-2.2	-1	-1.2	0.5	2	1.2	-0.3	3	4	0.2
COC(=O)Cc1c(C)c2ccc(OCC(=O)N3CCOCC3)cc2oc1=O	-5	-0.4	3	-0.2	-0.1	i	0.5	-1.3	3	2	-0.3
CC(C)c1ccccc1N1CC(C(=O)O)CC1=O (centres undefined)	0	0.8	0	0.8	0.8	-3	0.4	-1.1	1	0	0.1
O=C(NCCN1CCN(c2ccccc2F)CC1)c1cccn2c(=O)c3ccccc3nc12	-2	0.9	-1	0.3	-0.5	-12	0.1	-0.4	-1	6	-2.0
COCCNC(=S)Nc1ccc(N2CCOCC2)c(S(=O)(=O)Nc2ccccc2OC)c1	1	-0.2	16*	0.0	-0.3	3	0.5	-1.0	2	0	0.1
Cc1cc(C)c(S(=O)(=O)N2CCOC2CNC(=O)C(=O)NCCN2CCOCC2)c(C)c1 (centres undefined)	6	-1.1	-2	0.4	0.4	-5	0.1	-0.8	1	0	-0.6
O=C(NC(=S)NCC1CCCO1)c1ccc(Br)o1 (centres undefined)	-3	1.6	4	0.1	5.1	3	4.2	0.0	9	7	1.8
Fc1ccc(Cn2c(SCc3ccc(F)c(C(F)(F)F)c3)nnc2C(F)(F)F)cc1	1	-2.7	-2	-0.2	-0.5	16	-5.6	-1.9	1	-8	-0.3
CN(C)c1ccc(N2C(=O)CC(c3ccccc3)CC2=O)cc1	0	3.1	3	0.1	1.1	1	0.3	-1.1	-4	3	0.6
O=C(NC(=S)Nc1ccccc1Br)C1CCCC1	0	4.0	5	3.5	7.4	6	1.5	0.2	7	4	1.8
Cc1cc(C)c2c(c1)-c1c(ssc1=S)C(C)(C)N2C(=O)CSc1nncn1C	-6	-3.5	-1	-1.6	-4.4	2	-3.5	-1.6	-6	-13	-0.7
O=C(CSc1ccc(Cl)cc1)Nc1ccc(NC(=O)c2ccco2)cc1	2	0.8	-2	-0.6	1.6	-1	-0.4	-1.8	1	3	-0.3

High-throughput results (PubChem)
